# IMPase cell inh – IMPase inhibition in cells. P97697. CHO-M1 cells, IP1 accumulation, HTRF TR-FRET ratio. inhibition (IP1 accumulation), % at 46.1 µM. 120,000 tested, under 10 active. AID 901; active = well fitted curve in the direction sought with a large enough effect in the signal ratio, not every such curve was filed as active; inconclusive = small, poorly fitted or top-dose-only effect, or a change in a side signal; inactive = no such curve, though single readings can be large or run the other way; the % refers to the signal ratio;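 also: cells stimulated with carbachol in lithium chloride buffer; plate controls were DMSO basal wells for no effect and reference inhibitor wells for full effect; higher means more IMPase inhibition seen as more IP1 and lower FRET ratio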
# Target sequence (P97697 whole entry, looked up): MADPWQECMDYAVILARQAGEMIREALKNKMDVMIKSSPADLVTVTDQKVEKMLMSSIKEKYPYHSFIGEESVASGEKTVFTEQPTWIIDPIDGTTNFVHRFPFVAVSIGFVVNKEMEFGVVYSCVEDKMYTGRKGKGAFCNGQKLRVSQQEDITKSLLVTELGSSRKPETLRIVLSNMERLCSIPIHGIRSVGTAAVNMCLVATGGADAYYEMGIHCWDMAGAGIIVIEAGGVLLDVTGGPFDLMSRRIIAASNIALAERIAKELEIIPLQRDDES
#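 Seeded CHO-M1 cells were dosed with compound at up to 46 uM, stimulated with carbachol for 30 min, then lysed in IP-One detection reagents. Higher IP1 lowers the TR-FRET signal.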
# PNC inhibitor – perinucleolar compartment assembly inhibition; PC3M PTB-GFP, PNC prevalence imaging, 16 h; stronger effect = lower value; activity change (PNC), negative = inhibition, % at 10 µM; 3.1% of 140,000 active;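 active = readout at or below -70, meaning at least 70% loss of cells showing the perinucleolar compartment, a nuclear body marking cancer cells; inconclusive = readout between -30 and a set limit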;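 also: plate controls were DMSO wells for no effect and camptothecin positive control wells for full effect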
#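 Compounds are pinned in duplicate onto adhered PC3M cells stably expressing GFP-tagged PTB and incubated 16 h at 37 C. Cells are then fixed, nuclei stained with Hoechst, and PNC-positive cells counted.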
# ALOX15B inhib – 15-hLO-2 (ALOX15B) enzyme inhibition | 0.56% of 110,000 active | purified 15hLO-2, xylenol orange hydroperoxide absorbance | Potency, µM (doses to about 57.1 µM), without a hit: at the top dose activity change, negative = inhibition, usual class: inhibitors | AID 881 | O15296; also: potency is read from the fitted curve at half-maximal effect; nearly all actives have a fitted effect of over 60% in size; many of its hits are not listed in these tables
#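 Purified human 15hLO-2 (50 nM final) preincubated with compounds 15 min at room temperature in 25 mM Hepes pH 7.5, 0.01% Triton X-100, then 45 uM arachidonic acid added for 90 min; hydroperoxide detected via ferrous/xylenol orange, 573/405 nm absorbance ratio.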
# ALOX12 inhib – inhibitors of human 12-lipoxygenase (ALOX12). P18054. purified 12-hLO, xylenol orange hydroperoxide absorbance. Potency, µM (titrated, usually from 57.1 µM), for the others: at the highest dose activity change, negative = inhibition, most hits filed as inhibitors. 0.12% of 150,000 active; also: potency is read from the fitted curve at half-maximal effect; nearly all actives have a fitted effect of over 55% in size; many of its hits are not listed in these tables
# Target sequence (P18054 whole entry, looked up): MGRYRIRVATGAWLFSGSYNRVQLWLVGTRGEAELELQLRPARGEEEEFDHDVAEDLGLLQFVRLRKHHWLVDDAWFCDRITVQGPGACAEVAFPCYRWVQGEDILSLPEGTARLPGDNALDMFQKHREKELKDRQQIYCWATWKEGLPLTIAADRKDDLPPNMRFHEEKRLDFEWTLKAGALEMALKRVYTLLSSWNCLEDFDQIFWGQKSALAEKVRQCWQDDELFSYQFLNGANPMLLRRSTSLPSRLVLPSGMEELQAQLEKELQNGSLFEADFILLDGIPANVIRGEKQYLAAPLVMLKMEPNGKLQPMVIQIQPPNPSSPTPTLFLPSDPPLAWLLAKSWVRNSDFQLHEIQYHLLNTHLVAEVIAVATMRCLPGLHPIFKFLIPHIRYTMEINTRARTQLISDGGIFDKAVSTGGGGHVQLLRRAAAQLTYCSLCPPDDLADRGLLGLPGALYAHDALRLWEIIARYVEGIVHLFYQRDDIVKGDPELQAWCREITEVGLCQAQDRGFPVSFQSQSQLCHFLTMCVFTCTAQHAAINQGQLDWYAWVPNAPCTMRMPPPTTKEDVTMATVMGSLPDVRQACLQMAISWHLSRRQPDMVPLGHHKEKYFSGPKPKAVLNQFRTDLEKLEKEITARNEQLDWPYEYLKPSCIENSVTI
#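 Hydroperoxide formation by human 12-lipoxygenase from 40 uM arachidonic acid was followed colorimetrically via ferric-xylenol orange complex, using the 573/405 nm absorbance ratio. Enzyme concentration was 150 nM, with 30 min reaction at room temperature.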
# Starred values were filed as active, the others as inactive; ? = inconclusive; . = no result given; [ ] = dose if it differs, or a comment. Unless noted, calls follow the shape of the dose curve; as a rule, active = well fitted curve in the direction sought with a large enough effect; inconclusive = small, poorly fitted or top-dose-only effect, or another doubt; inactive = no such curve, though single readings can be large; an effect the other way counts as inactive or inconclusive. Unless noted, % is scaled to controls: 0 for no effect and ±100 for the full control effect.
Compound	IMPase cell inh	PNC inhibitor	ALOX15B inhib	ALOX12 inhib
COc1cccc(CNC(=O)C2CCN(S(=O)(=O)c3cnc[nH]3)CC2)c1	-9	20	-3%	-4%
CCCNC(=O)COC(=O)c1ccccc1OCC(=O)Nc1ccc(Br)cc1	.	?	.	1%
Cc1cc(C)cc(NC(=O)CC23CC4CC(C2)CC(n2nnc(C)n2)(C4)C3)c1	.	60	.	-2%
Cn1c(Cn2nnc3ccccc32)nnc1SCC(=O)Nc1ccc2c(c1)OCO2	11	28	0%	7%
O=C(O)CCS(=O)(=O)Cc1cccc(Cl)c1	7	-4	10%	1%
CCOCCCNCc1cccc(OCc2ccc(F)cc2)c1	.	3	.	0%
O=C(Nc1nccs1)c1sc2ccccc2c1Cl	8	18	5%	2%
CC(C)CCNC(=O)C(=O)NC1CCCC1	.	-30	.	-1%
Cc1ncc([N+](=O)[O-])n1CC(=O)NC1CCCC1	0[1.84 µM]	?	2%[11.4 µM]	2%
Cc1occc1C(=O)NCCCCNC(=O)c1ccoc1C	3	-18	1%	2%
COc1ccc(C2/C=C\CC(OCc3ccccc3)CC(=O)N2Cc2cccc(F)c2)cc1 (stereo not given)	.	.	15%[0.0915 µM]	-1%[0.00818 µM]
CCCOc1ccc(C2C(=O)N(C3CCCCC3)CC(=O)N2CCCOCC)cc1OC (stereo not given)	-19	2	-5%	-5%
CC1N=C2c3ccccc3N=C(SCc3cc(=O)n4cc(Cl)ccc4n3)N2C1=O (stereo not given)	3	31	.	16%
CCN(CC)CCN(Cc1cc2cc(C)cc(C)c2[nH]c1=O)C(=S)NCc1ccco1	.	35	.	-2%
O=S(=O)(c1cccc(-c2nnc(SC(F)F)n2-c2ccccc2)c1)N1CCCCC1	3	-1	2%	-5%
O=C(/C=C/c1cccc(OCc2ccccc2)c1)c1cccnc1	2	31	.	-11%
Cc1nc(CC(=O)c2c(C)cc(O)cc2O)cs1	-2	2	9%	-19%
CCn1c(SCC(=O)Nc2oc(-c3ccccc3)c(-c3ccccc3)c2C#N)nnc1-c1ccncc1	3	29	6%	-3%
Cc1cc(NCCCCO)n2c(nc3ccccc32)c1C#N	-5[1.84 µM]	?	-15%[11.4 µM]	7%
CCN(Cc1ccccc1)C(c1ccc(C)cc1)c1nnnn1C(C)(C)C (stereo not given)	1	?	-1%	7%
Cn1c(=O)cc(SCC(=O)N2CCCC2)c2ccccc21	-5	-89*	4%	-5%
Cc1ccc(S(=O)(=O)N(C(=O)c2ccncc2)c2ccc(OC(=O)c3ccncc3)c3ccccc23)c(C)c1	15	22	3%	-9%
CCCc1cc(=O)[nH]c(SCc2cccnc2)n1	2	410	.	17%
COc1cccc(CN2C(=O)N(C(C)C)C(N(O)C(=O)NC(C)C)C2(C)C)c1OC (stereo not given)	6	77	-5%	-2%
O=C(Cc1n[nH]c(=O)[nH]c1=O)N/N=C/c1ccccc1O	-1	11	-1%	-4%
O=C(N/N=C/C(Br)=C/c1ccccc1)c1n[nH]c2c1CCC2	12	?	25%	-4%
COC(=O)c1ccc2c(c1)c(C#Cc1ccccc1)c(-c1ccccc1)n2C	.	.	-10%[0.0915 µM]	-4%[0.00818 µM]
O=C(O/N=C/c1ccc2c(c1)OCO2)c1ccccc1Cl	2	51	-8%	-26%
O=C(CSc1nncn1-c1ccccc1)Nc1cc(Cl)cc(Cl)c1	-2	?	0%	1%
O=C(Nn1cnnc1)c1cc(-c2ccccn2)nc2ccccc12	7	-12	-4%	4%
CCN(c1ccccc1)S(=O)(=O)c1ccc2[nH]cc(C(=O)N3CCOCC3)c(=O)c2c1	5	-11	-4%	1%
Cn1c2c(c(=O)n(C)c1=O)C1(C(=O)Nc3ccccc31)C(C#N)=C(N)O2 (stereo not given)	3	-18	-7%	-5%
CSc1ccc(Cl)c(C(=O)OCC(=O)NCC(C)C)c1	-1	-19	-7%	3%
O=C(CCC(=O)OCCCC(F)(F)C(F)(F)F)NC1CCCCC1	9	16	3%	1%
O=C(Nc1nc2ccc(S(=O)(=O)N3CCCC3)cc2s1)c1cccs1	-9	22	-7%	0%
CCOC(=O)C1C(=O)NC(N2CCN(Cc3ccccc3)CC2)=NC1c1ccco1 (stereo not given)	-4	16	1%	5%
CN1CCCC(OC(=O)COc2ccc(Br)cc2)C1 (stereo not given)	4	-86*	3%	9%
CCOC(=O)CSc1nnc(CNC(=O)c2cc(OCC)c(OCC)c(OCC)c2)n1C	-11	-18	6%	1%
O=C(N/N=C/C1CC=CCC1)c1ccccc1O (stereo not given)	-3	23	-21%	3%
CC(C)C(NC(=S)NCc1ccccc1)C(=O)O (stereo not given)	-4	17	-2%	-7%
CCCOCC(C)OCC(C)O (stereo not given)	.	.	-18%	-4%
Cc1ccc(Cc2cnc(NC(=O)/C(C#N)=C/c3ccc(-c4ccc([N+](=O)[O-])cc4)o3)s2)cc1	5	?	-10%	2%
O=c1c2c3c(sc2ncn1-n1cccc1)CCCCC3	9	10	.	3%
O=C(CSc1nnc2ccccn12)NC(=O)NC1CCCC1	9	-2	0%	-2%
CCn1cc(C(=O)NC2CCCCCC2)c2cc(OC)c(OC)cc2c1=O	1	-24	2%	-1%
CC[C@H](CC[C@H](C)[C@@H]1CC[C@@H]2[C@H]3CC=C4C[C@@H](O)CC[C@]4(C)[C@H]3CC[C@]21C)C(C)C	-5[20.6 µM]	.	4%[25.6 µM]	0%[25.6 µM]
CC12C(=O)N(c3ccc(OC(=O)c4ccco4)cc3)C(=O)C1C1c3ccccc3C2c2ccccc21 (stereo not given)	.	36	.	-1%
CCCC1S/C(=N/N=C/c2ccc(C)cc2)N(Cc2ccc(OC)cc2)C1=O (stereo not given)	-1	?	15%	-1%
Cc1ccc(N(CC(=O)N2CCN(C3CCCCC3)CC2)S(=O)(=O)c2cccnc2)cc1	12	6	20%	-2%
Cc1nc(N)nc(C)c1Cc1ccccc1	0	23	1%	-1%
CCN(CC)C(=O)C1CCCN(Cc2ccccc2F)C1 (stereo not given)	7	15	-10%	-2%
Oc1ccccc1C1Nc2cccc3cccc(c23)N1	4	60	2µM*	?
Cc1cc(C)n2nc(SCc3nnc(SCc4ccccc4)s3)nc2n1	-3	-2	11%	-4%
O=C(Nc1ccc2c(c1)C(=O)N(CC1CCCO1)C2=O)c1ccc(Cl)c(Cl)c1 (stereo not given)	12	?	-3%	4%
CCC(C)NC(=O)CSC1=Nc2ccccc2C2=NC(c3ccccc3)C(=O)N12 (stereo not given)	-2	0	2%	4%
CC1CCCN(c2nc3ccccc3nc2C(C#N)C(=O)OC2CCCCC2)C1 (stereo not given)	-4	21	5%	-6%
O=C(CN(C(=O)c1ccc(Cl)cc1)N1C(=O)C2CCCCC2C1=O)c1ccc(Cl)cc1 (stereo not given)	1	13	.	1%
CCCCNC(=S)N/N=C/c1cc(C)ccc1C	1	16	.	?
N=c1sccn1CC(=O)NCCc1ccc(Cl)cc1Cl	11	39	11%	-1%
Cc1ccccc1-c1cncnc1N1CCNCC1	.	.	6%	0%

# (list continues)
Compound	IMPase cell inh	PNC inhibitor	ALOX15B inhib	ALOX12 inhib
CN(C)c1ccc(-c2nnn(CC(=O)N3c4ccccc4CCc4ccccc43)n2)cc1	13	?	-2%	-3%
CC(NC(=O)COc1ccc(-c2nnco2)cc1)c1ccc(Cl)cc1Cl (stereo not given)	6	?	.	-4%
COc1ccc(-c2csc(NCc3ccco3)n2)cc1C	7	27	-16%	-25%
CC(=O)OC1CC2C(C)(C)C(O)C=C[C@@]2(C)C2CC[C@@]3(C)C(c4ccoc4)OC(=O)C4OC43[C@]12C (stereo not given in full)	.	.	-3%	-1%
Nc1nc(CSc2nnnn2-c2ccc(Cl)cc2)nc(N2CCOCC2)n1	-1	32	-9%	-3%
Cc1ccc(-c2csc(N/N=C/c3ccco3)n2)cc1	3	-7	-29%	-12%
CCOc1cc2[nH]c(=S)n(CCN3CCC(C)CC3)c(=O)c2cc1OCC	3	-3	5%	1%
COc1ccc(Cc2nnc(NC(=O)c3ccco3)s2)cc1	11	35	2%	3%
O=C(Nc1ccccc1)N(Cc1ccc(Cl)cc1)CC(O)C(F)(F)F (stereo not given)	-5	-19	-2%	-4%
CCOc1ccc(NC(=O)CSc2nnc(-c3ccccn3)n2C)cc1	-2	-27	5%	-7%

# 23 entries from above, set out differently.
# Below each SMILES: IMPase cell inh	PNC inhibitor	ALOX15B inhib	ALOX12 inhib
- CC[C@H](CC[C@H](C)[C@@H]1CC[C@@H]2[C@H]3CC=C4C[C@@H](O)CC[C@]4(C)[C@H]3CC[C@]21C)C(C)C
→ -5[20.6 µM]	.	4%[25.6 µM]	0%[25.6 µM]
- CC12C(=O)N(c3ccc(OC(=O)c4ccco4)cc3)C(=O)C1C1c3ccccc3C2c2ccccc21 (stereo not given)
→ .	36	.	-1%
- CCCC1S/C(=N/N=C/c2ccc(C)cc2)N(Cc2ccc(OC)cc2)C1=O (stereo not given)
→ -1	?	15%	-1%
- Cc1ccc(N(CC(=O)N2CCN(C3CCCCC3)CC2)S(=O)(=O)c2cccnc2)cc1
→ 12	6	20%	-2%
- Cc1nc(N)nc(C)c1Cc1ccccc1
→ 0	23	1%	-1%
- CCN(CC)C(=O)C1CCCN(Cc2ccccc2F)C1 (stereo not given)
→ 7	15	-10%	-2%
- Oc1ccccc1C1Nc2cccc3cccc(c23)N1
→ 4	60	2µM*	?
- Cc1cc(C)n2nc(SCc3nnc(SCc4ccccc4)s3)nc2n1
→ -3	-2	11%	-4%
- O=C(Nc1ccc2c(c1)C(=O)N(CC1CCCO1)C2=O)c1ccc(Cl)c(Cl)c1 (stereo not given)
→ 12	?	-3%	4%
- CCC(C)NC(=O)CSC1=Nc2ccccc2C2=NC(c3ccccc3)C(=O)N12 (stereo not given)
→ -2	0	2%	4%
- CC1CCCN(c2nc3ccccc3nc2C(C#N)C(=O)OC2CCCCC2)C1 (stereo not given)
→ -4	21	5%	-6%
- O=C(CN(C(=O)c1ccc(Cl)cc1)N1C(=O)C2CCCCC2C1=O)c1ccc(Cl)cc1 (stereo not given)
→ 1	13	.	1%
- CCCCNC(=S)N/N=C/c1cc(C)ccc1C
→ 1	16	.	?
- N=c1sccn1CC(=O)NCCc1ccc(Cl)cc1Cl
→ 11	39	11%	-1%
- Cc1ccccc1-c1cncnc1N1CCNCC1
→ .	.	6%	0%
- CN(C)c1ccc(-c2nnn(CC(=O)N3c4ccccc4CCc4ccccc43)n2)cc1
→ 13	?	-2%	-3%
- CC(NC(=O)COc1ccc(-c2nnco2)cc1)c1ccc(Cl)cc1Cl (stereo not given)
→ 6	?	.	-4%
- COc1ccc(-c2csc(NCc3ccco3)n2)cc1C
→ 7	27	-16%	-25%
- CC(=O)OC1CC2C(C)(C)C(O)C=C[C@@]2(C)C2CC[C@@]3(C)C(c4ccoc4)OC(=O)C4OC43[C@]12C (stereo not given in full)
→ .	.	-3%	-1%
- Nc1nc(CSc2nnnn2-c2ccc(Cl)cc2)nc(N2CCOCC2)n1
→ -1	32	-9%	-3%
- Cc1ccc(-c2csc(N/N=C/c3ccco3)n2)cc1
→ 3	-7	-29%	-12%
- CCOc1cc2[nH]c(=S)n(CCN3CCC(C)CC3)c(=O)c2cc1OCC
→ 3	-3	5%	1%
- COc1ccc(Cc2nnc(NC(=O)c3ccco3)s2)cc1
→ 11	35	2%	3%

# Not all compounds are listed. The share of hits here may be higher or lower than overall.
